MmCpn inh – M. maripaludis TRiC chaperonin inhibition. actives 0.031% (n = 330,000). Potency, µM (highest dose often 76.9 µM), without a hit: at the top dose activity, negative = inhibition, usual class: inhibitors. purified Mm-Cpn ATPase, ADP Transcreener TR-FRET. AID 504842; also: potency is read from the fitted curve at half-maximal effect; % is scaled to controls: 0 for no effect and ±100 for the full control effect; nearly all actives have a fitted effect of over 80% in size
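Purified archaeal chaperonin (25 nM final) was preincubated with compound for 10 min at 37°C, then ATP (10 uM final) was added for 30 min at 37°C in Tris pH 7.4/KCl/MgCl2/DTT buffer. ADP was quantified by HTRF Transcreener TR-FRET.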
WRN inhibitor – inhibitors of human WRN helicase; Q14191; WRN helicase unwinding, fluorescent forked duplex, kinetic; Potency, µM (top dose mostly 114 µM), inactives show at the top dose activity change, negative = inhibition, most hits filed as inhibitors; actives 0.46% (n = 360,000); AID 651768; also: potency is read from the fitted curve at half-maximal effect; % is scaled to controls: 0 for no effect and ±100 for the full control effect; nearly all actives have a fitted effect of over 55% in size
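Primary qHTS, 1536-well format. 20 nM WRN + compound, 15 min RT; start with 100 nM forked fluorophore/quencher duplex, 2 mM ATP (final); kinetic read ex 525/em 598 nm.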
PI5P4K alpha inh – blocks human PI5P4K alpha kinase activity | P48426 | max response, % | PI5P4Kalpha enzyme, ADP-Glo luminescence, 60 min; active compounds read low | actives 1.2% (n = 330,000); active = max response of -50% or lower; inconclusive = between -30% and -50%; inactive = -30% or higher; also: value at the top dose of about 77 µM; % is scaled to controls: 0 for no effect and ±100 for the full control effect
Target sequence (P48426 whole entry, looked up): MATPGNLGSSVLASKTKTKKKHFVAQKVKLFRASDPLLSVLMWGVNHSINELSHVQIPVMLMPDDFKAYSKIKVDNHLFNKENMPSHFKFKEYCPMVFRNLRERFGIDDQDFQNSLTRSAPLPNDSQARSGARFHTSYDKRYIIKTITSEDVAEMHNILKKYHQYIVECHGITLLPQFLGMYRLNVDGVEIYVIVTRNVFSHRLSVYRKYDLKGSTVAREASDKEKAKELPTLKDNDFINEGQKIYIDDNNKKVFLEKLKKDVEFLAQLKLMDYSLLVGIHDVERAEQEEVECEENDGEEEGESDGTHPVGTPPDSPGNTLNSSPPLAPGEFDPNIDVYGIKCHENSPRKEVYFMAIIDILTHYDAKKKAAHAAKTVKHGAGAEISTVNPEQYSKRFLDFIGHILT
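ADP-Glo luminescence end-point read after a 60 min room-temperature kinase reaction of PI5P4Kalpha plus substrate, initiated with ATP at 5 microM final. Buffer: 0.038 M HEPES pH 7.4, EGTA, 0.1% CHAPS, 5% DMSO.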
PLK1 PBD inh – PLK1 (human) polo-box domain binding inhibition. Potency, µM, without a hit: max response, negative = inhibition, actives largely listed as inhibitors. actives 2.8% (n = 360,000). Plk1 PBD binding of FITC phosphopeptide, fluorescence polarization; also: potency is read from the fitted curve at half-maximal effect; series mostly up to about 57 µM; % is scaled to controls: 0 for no effect and ±100 for the full control effect; nearly all actives have a fitted effect of over 65% in size
Target sequence (P53350 whole entry, looked up, the tested form may be a part): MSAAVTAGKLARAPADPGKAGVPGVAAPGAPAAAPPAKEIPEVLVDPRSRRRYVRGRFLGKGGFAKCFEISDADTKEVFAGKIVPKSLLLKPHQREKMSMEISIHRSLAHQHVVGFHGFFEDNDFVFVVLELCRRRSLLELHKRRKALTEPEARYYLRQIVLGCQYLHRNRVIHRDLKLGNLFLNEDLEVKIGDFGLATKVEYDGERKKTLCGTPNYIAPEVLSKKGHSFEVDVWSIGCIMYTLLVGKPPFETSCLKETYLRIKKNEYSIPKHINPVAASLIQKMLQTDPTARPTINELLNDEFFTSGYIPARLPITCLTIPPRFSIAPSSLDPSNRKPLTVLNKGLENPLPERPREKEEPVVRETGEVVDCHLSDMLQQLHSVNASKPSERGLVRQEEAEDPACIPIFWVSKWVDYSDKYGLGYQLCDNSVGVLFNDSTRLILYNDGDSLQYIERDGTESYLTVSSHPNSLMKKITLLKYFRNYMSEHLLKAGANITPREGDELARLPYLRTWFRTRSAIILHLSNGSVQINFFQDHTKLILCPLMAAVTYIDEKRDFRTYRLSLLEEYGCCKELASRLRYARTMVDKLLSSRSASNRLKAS
CCT chaperon mod – modulators of cytosolic chaperonin (CCT/TRiC) activity | activity change, % (test concentration not listed), hits read low | purified chaperonin ATPase assay, HTRF ADP detection, 30 min | actives 0.3% (n = 360,000); in the data active = activity change below about -30%; also: % is scaled to controls: 0 for no effect and ±100 for the full control effect
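Nucleotide hydrolysis assay: TRiC at 20–40 nM final (set by batch activity) with 10 uM ATP, 30 min at 37 °C, in presence of 76 uM compound. Detection by competitive ADP HTRF, 30 min ambient.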
EPAC1 agonist – EPAC1 (human) agonism | actives 0.073% (n = 360,000) | Potency, µM (highest dose often 154 µM), for inactives: at the top dose activation, usual class: activators | EPAC1 agonist qHTS, biochemical assay; response scale: 100% = response to 6.5 mM cAMP | O95398 | AID 720707; also: potency is read from the fitted curve at half-maximal effect; nearly all actives have a fitted effect of over 60% in size
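Nucleotide exchange by EPAC1 (100 nM) on Rap1B–BODIPY-GDP (250 nM) in the presence of 50 uM GDP is tracked fluorescently at 480/540 nm over 30 min. Signals are normalized to a 6.5 mM cAMP control.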
EPAC1 antag – EPAC1 (human) antagonism. EPAC1 GEF assay, Rap1b-BODIPY-GDP exchange fluorescence. O95398. Potency, µM (doses to about 115 µM), without a hit: at the highest dose activity change, negative = inhibition, actives largely listed as inhibitors. actives 0.14% (n = 360,000);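 also: potency is read from the fitted curve at half-maximal effect; plate controls were vehicle for no effect and positive control for full effect; nearly all actives have a fitted effect of over 50% in size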
EPAC2 antagonist – blocks human EPAC2 exchange factor | Q8WZA2 | EPAC2 GEF exchange of Rap1B-BODIPY-GDP, fluorescence | Potency, µM (titrated, usually from 114 µM), for inactives: at the highest dose activity, negative = inhibition, most hits filed as inhibitors | actives 0.18% (n = 360,000) | AID 720708; also: potency is read from the fitted curve at half-maximal effect; % is scaled to controls: 0 for no effect and ±100 for the full control effect; nearly all actives have a fitted effect of over 45% in size; many of its hits are not listed in these tables
The depositor's hits bear a star; ? = inconclusive; . = not tested or not shown; [ ] = dose if it differs, or a comment. Unless noted, calls follow the shape of the dose curve; as a rule, active = well fitted curve in the direction sought with a large enough effect; inconclusive = small, poorly fitted or top-dose-only effect, or another doubt; inactive = no such curve, though single readings can be large; an effect the other way counts as inactive or inconclusive. The list is partial. The share of hits here may be higher or lower than overall.

Start of the data: the first 3 records (preview)
structure	MmCpn inh	WRN inhibitor	PI5P4K alpha inh	PLK1 PBD inh	CCT chaperon mod	EPAC1 agonist	EPAC1 antag	EPAC2 antagonist
FC(F)Oc1ccc(C2=Nn3c(nnc3-c3ccccc3Cl)SC2)cc1OCC1CC1	0%	.	.	.	.	-16%	-3%	1%
COc1cc(C(=O)Nc2ccc3c(c2)N(C(=O)CCN(C)C)c2ccccc2CC3)cc(OC)c1OC	2%	12%	0	-4%	-0.2	15%	-7%	-3%
COc1ccccc1/C=C1/SC(=S)N(C(C)C(=O)NC2C=CS(=O)(=O)C2)C1=O (stereo not given)	-8%	-2%	-1	-19%	0.7	-1%	?	1%

The listing, repeating the preview:
structure	MmCpn inh	WRN inhibitor	PI5P4K alpha inh	PLK1 PBD inh	CCT chaperon mod	EPAC1 agonist	EPAC1 antag	EPAC2 antagonist
FC(F)Oc1ccc(C2=Nn3c(nnc3-c3ccccc3Cl)SC2)cc1OCC1CC1	0%	.	.	.	.	-16%	-3%	1%
COc1cc(C(=O)Nc2ccc3c(c2)N(C(=O)CCN(C)C)c2ccccc2CC3)cc(OC)c1OC	2%	12%	0	-4%	-0.2	15%	-7%	-3%
COc1ccccc1/C=C1/SC(=S)N(C(C)C(=O)NC2C=CS(=O)(=O)C2)C1=O (stereo not given)	-8%	-2%	-1	-19%	0.7	-1%	?	1%
O=C(Nc1cccc(F)c1)c1coc(=O)c(Br)c1	-8%	-30%	-23	-20%	-2.8	2%	?	-2%
O=S1(=O)CSCS(=O)(=O)C1	.	-12%	0	?	-2.7	-5%	-16%	34%[activator]
COc1cccc(C2=NOC(C(=O)NCc3ccccc3)C2)c1 (stereo not given)	-1%	-1%	15	-11%	-1.3	3%	-6%	-1%
CC(C)(C)C(=O)Cn1ncc(Cl)c(Cl)c1=O	-7%	-3%	1	-14%	1.9	-4%	-16%	-3%[57.1 µM]
Cc1ccc(OCCC(=O)N2CCN(c3ccc(O)cc3)CC2)cc1	1%	-11%	2	-12%	0.9	16%	-1%	-9%
O=C(CCN1C(=O)/C(=C/c2ccccc2Cl)SC1=S)Nc1ccccc1C(=O)O	3%	-14%	-28	24µM*	-5.6	-3%	-18%	-20%
COC(=O)C1=CN(c2ccc(N3CCOCC3)cc2)C(N)=C(C#N)C1c1ccccc1 (stereo not given)	.	-5%	1	-13%	.	8%	-11%	1%
Cn1c(=O)c2[nH]c(CCCc3nc4ccccc4[nH]3)nc2n(C)c1=O	.	-28%	-8	-13%	1.2	11%	-15%	5%
CC(/C=C/c1ccco1)=N\NC(=O)C(O)c1ccccc1 (stereo not given)	1%	13%	-1	-7%	0.7	-3%	3%	6%
CCOC(=O)C1=C(N)N2C(=O)CSC2=C(C(=O)OC)C1	-2%	-12%	-12	-18%	-2.1	-1%	8%	0%
COc1cc(Br)c(C(C)NC(=O)c2cccc(Br)c2)cc1OC (stereo not given)	-1%	-8%	.	-7%	-4.7	22%	-7%	-14%
COc1ccc(NC(=O)CCCOc2ccc(Cl)c(C)c2)cc1S(=O)(=O)N1CCOCC1	-2%	-20%	-3	1%	2.9	-18%	-28%	10%
Cc1cc(C)n(Cc2ccc(NC(=O)c3ccc(COc4ccccc4Br)cc3)cc2)n1	-5%	-8%	.	1%	-0.4	5%	-5%	5%
O=C(NC1CCCC1)c1cc2cc(Br)ccc2o1	0%	4%	-10	0%	-0.9	-12%	-1%	-3%
COc1cc(/C=C(\NC(=O)c2ccccc2)C(=O)NCCO)c([N+](=O)[O-])cc1OC	3%	-4%	-5	1%	-0.6	6%	7%	-2%
O=C(Cc1cccs1)NCCS(=O)(=O)N1CCN(c2cccc(Cl)c2)CC1	-1%	9%	5	-17%	-2.1	-5%	?	-8%
COc1ccc(NC(=O)CCn2cccc2)c(OC)c1	-8%	0%	7	-24%	0.3	2%	-8%	-4%
Cc1cc(Nc2cccc(C(=O)O)c2)n2ncnc2n1	-2%	4%	-7	-9%	-1.2	8%	-4%	-4%
Cc1cc(N2CCN(C)CC2)nc(=S)[nH]1	4%	1%	4	-1%	3.4	-2%	8%	1%
Cn1ncc2c(NCCc3ccccc3)nc(Cl)nc21	.	-23%	-2	2%	0.8	-6%	-12%	10%
COc1ccccc1C(=O)NCC(=O)OC(C)C(=O)NC1CCCCC1C (stereo not given)	1%	9%	-6	-18%	-1.6	-2%	7%	-3%
CC(C)(C)OC(=O)NCc1ccc(CNC(=O)c2nc[nH]c2C(=O)N2CCN(C(=O)OC(C)(C)C)CC2)cc1	-2%	-2%	-4	-4%	1.0	1%	2%	0%
COc1ccccc1-c1cc2nc(C)c(CCC(=O)NCc3ccco3)c(C)n2n1	-4%	-7%	-10	-17%	-1.6	-1%	-10%	2%
CCC1(C)NC(=O)N(CC(=O)N2CCN(c3cccc(Cl)c3)CC2)C1=O (stereo not given)	1%	4%	2	0%	-1.0	-4%	-17%	7%
O=C1OC(c2ccc(F)cc2)=C/C1=C\c1ccc(O)cc1	1%	-3%	4	-29%	0.6	10%	-3%	7%
O=C(CSc1nc2ccccc2c(=O)n1CC1CCCCC1)N1CCOCC1	0%	-5%	1	-5%	-4.5	4%	?	-2%
CCN(Cc1ccc(OC)c(COC)c1)CC1CCCN(CCc2cccc(F)c2)C1 (stereo not given)	-2%	-7%	6	1%	1.4	-2%	-8%	9%
Cc1cccc(C(=O)NCCC(=O)Nc2nc(C)c(Cc3ccc4c(c3)OCO4)s2)c1	0%	1%	-1	-8%	0.0	5%	-10%	-1%
Fc1cc(F)c2nc(Nc3nc4cc5c(cc4s3)OCO5)sc2c1	-3%	28µM*	-2	-8%	-1.6	8%	-20%	-8%
O=C(CC1COc2ccccc2O1)Nc1ccccn1 (stereo not given)	-1%	5%	-11	1%	-8.9	4%	0%	-1%
COC(=O)C1=C(C)Nc2ncnn2C1c1cccnc1 (stereo not given)	2%	-8%	-9	0%	0.2	6%	-4%	-7%
COc1ccc(C(C#N)CC(=O)c2ccc(OCc3ccccc3)c(OC)c2)cc1OC (stereo not given)	.	-5%	6	4%	-0.7	2%	3%	-1%
CC1(C)CC2(CCO1)OC(=O)CC2C(=O)Nc1cccc2ccccc12 (stereo not given)	3%	5%	.	-3%	-0.6	1%	-1%	0%
Cc1cccc(C2c3[nH]c4ccccc4c3CCN2C(=O)Cc2nc(-c3ccccc3)n[nH]2)n1 (stereo not given)	-1%	-9%	3	2%	-2.9	6%	-16%	-14%
Cc1cc(N2C(=O)C3C4c5ccccc5C(c5ccccc54)C3C2=O)no1 (stereo not given)	0%	-12%	15	6%	-0.7	-7%	-4%	-2%
CCOC(=O)N1CCN(C(=O)/C(=C/c2cccs2)NC(=O)c2ccc(OC)c(OC)c2)CC1	0%	-9%	-10	-1%	1.5	1%	-10%	-18%
O=C(NNC(=O)c1ccco1)c1cccc([N+](=O)[O-])c1	0%	1%	-6	-2%	2.4	-3%	11%	15%
CCC(Oc1ccc(Br)cc1)C(=O)N1CCN(c2ncccn2)CC1 (stereo not given)	-3%	5%	1	-9%	-2.8	-6%	5%	-2%
c1ccc(Cc2noc(CN3CCN(CCOc4ccccc4)CC3)n2)cc1	1%	-3%	-1	-4%	-0.5	1%	17%	-1%
COc1cccc(CNC(=O)C(=O)NCCc2ccc(OC)c(OC)c2)c1	1%	0%	0	2%	0.9	-7%	0%	3%
O=C(COC(=O)c1cc2ccccc2cc1O)NCc1ccccc1	1%	5%	-5	1%	-1.9	-2%	13%	29%
Cc1ccc(NC(=O)c2cc(-c3cccs3)nc3ccccc23)nc1	?	-11%	5	-5%	0.7	7%	-25%	10%
Nc1ncnc(N)c1NC(=O)c1ccc(OCc2ccccc2)cc1	.	9%	-3	2%	-0.1	-2%	15%	0%
O=C(NCCN1CCCCC1)/C(=N\O)c1ccccc1	-1%	-2%	4	-1%	-1.1	-3%	-13%	-1%
Cc1cc(C)nc(Nc2nc(C(N)c3ccccc3)cs2)n1 (stereo not given)	.	7%	-4	-1%	-0.3	0%	-8%	13%
CC(Oc1cccc([N+](=O)[O-])c1)C(=O)NCCC1=CCCCC1 (stereo not given)	2%	-3%	7	4%	0.9	3%	-3%	-14%
O=C(O)CN1C(=O)/C(=C\c2cc(Br)ccc2OCc2ccccc2F)SC1=S	1%	2%[11.6 µM]	-9	19µM*	0.7	6%	?	56µM*

(more compounds)
structure	MmCpn inh	WRN inhibitor	PI5P4K alpha inh	PLK1 PBD inh	CCT chaperon mod	EPAC1 agonist	EPAC1 antag	EPAC2 antagonist
Cc1ccc2c(c1)nc(-n1nc(C)cc1C)c1nnnn12	1%	-4%	4	-9%	0.2	3%	-3%	-10%
O=C(CN(C(=O)Cn1nnc(-c2ccc(F)cc2)n1)c1cnc2ccccc2c1)NCC1CCCO1 (stereo not given)	1%	-9%	-4	3%	1.2	-9%	2%	2%
Cc1ccc(-c2nnc(CN3CCCCC3C)o2)cc1 (stereo not given)	1%	8%	4	-13%	0.3	3%	-26%	9%
COCCOC(=O)c1[nH]c2c(c1C)C(=O)CC(c1cc(OC)ccc1OC)C2 (stereo not given)	-1%	-10%	2	?	-0.2	-4%	-26%	-5%
CCCCCOC(=O)C(C)Sc1n[nH]c(=O)[nH]c1=O (stereo not given)	0%	0%	-9	-23%	-2.7	2%	-3%	6%
Cc1ccc(NC(=O)CSCC(=O)Nc2ccccc2C(=O)NC2CC2)cc1	2%	-2%	7	2%	-3.0	-6%	-20%	12%
Cc1ccc(C)c(S(=O)(=O)NCC(=O)OCC(=O)Nc2sccc2C(N)=O)c1	1%	-6%	-19	8%	0.4	-1%	1%	2%
Cc1ccc(S(=O)(=O)N2CCN(C(=O)COC(=O)c3ccc(Br)o3)CC2)c(C)c1	2%	5%	5	-6%	1.4	16%	-16%	-6%
COc1ccc(CCOC(=O)CNC(=O)c2ccc(Cl)cc2Cl)cc1	-5%	-23%	3	-4%	-0.4	-3%	-11%	-9%
COC(=O)C1=C(C(=O)OC)[C@@H]2N(C)c3ccc(OC)cc3[C@@]23C[C@@H](C(=O)OC)N=C3N1	1%	6%	-2	-1%	-1.4	-13%	22%	11%
COc1ccc(NC(=O)c2onc(C)c2Cl)cc1	0%	-3%	-10	-16%	-2.4	4%	0%	1%

Screens deposited in PubChem BioAssay by National Center for Advancing Translational Sciences (NCATS).
